# HT1080 IDH1KD tx: HT-1080 IDH1 knockdown cell toxicity (counter line). Potency, µM (top dose mostly 46.1 µM), without a hit: at the top dose activity, negative = toxicity, usual class: cytotoxic. HT-1080 IDH1 knockdown viability, ATP luminescence, 48 h. actives 2% (n = 360,000);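 also: potency is read from the fitted curve at half-maximal effect; 0% = DMSO wells and -100% = cell-free medium wells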
#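 % activity derives from luminescence (CellTiter-Glo), normalised to DMSO and no-cell wells. HT-1080-IDH1KD cells, 750/well, had 48 h compound exposure at 37 °C.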
# ATXN2 expr inh: ATXN2 expression inhibition; HEK-293 ATXN2-luciferase reporter, luminescence, 24 h; AID 1745845; actives 0.72% (n = 360,000); Potency, µM (series often up to 57 µM), without a hit: at the top dose activity change, negative = inhibition, most hits filed as inhibitors; also: potency is read from the fitted curve at half-maximal effect; % is scaled to controls: 0 for no effect and ±100 for the full control effect; nearly all actives have a fitted effect of over 55% in size
#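 ATXN2-luciferase reporter cells (luciferase flanked by upstream and downstream ATXN2 gene portions) were treated 24 h at 37 °C with compounds at up to 57 uM. SteadyGlo luminescence gave expression; GF-AFC fluorescence gave viability.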
# HT1080NT lethal: kills 2HG-producing HT-1080-NT fibrosarcoma cells. Potency, µM (doses to about 46.1 µM), without a hit: at the top dose activity, negative = less viability, most hits filed as cytotoxic. actives 1.6% (n = 360,000). HT-1080-NT fibrosarcoma viability, CellTiter-Glo ATP luminescence, 48 h;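 also: NT is the 2HG producing partner of a matched IDH1 knockdown line; potency is read from the fitted curve at half-maximal effect; 0% = DMSO-treated cells and -100% = media-only wells without cells; nearly all actives have a fitted effect of over 55% in size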
#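 Read-out is CellTiter-Glo luminescence after 10 minutes at room temperature, following 48 hours' compound treatment of HT-1080-NT cells (750 cells/well, RPMI, 5% FBS, 37 degrees C).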
# ATXN viability: cell viability loss in ATXN counter-screen; actives 0.49% (n = 400,000); S2 cells (HEK-293 line with an ATXN2-luciferase reporter) viability, CellTiter-Fluor protease fluorescence, 24 h; Potency, µM (titrated, usually from 56.7 µM), hits mostly cytotoxic; AID 651635; also: potency is read from the fitted curve at half-maximal effect; nearly all actives have a fitted effect of over 40% in size
# IL-1B inflam inh: inflammasome signaling inhibition, IL-1 beta readout; THP-1 LPS/ATP IL-1B secretion, AlphaLISA, 16 h; active compounds read low; activity change, % at 57.5 µM; actives 4.7% (n = 360,000); AID 743279; in the data active = activity change below about -50%; inconclusive = mostly about -30% to -49%; also: % is scaled to controls: 0 for no effect and ±100 for the full control effect
#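 Secreted IL-1B measured by AlphaLISA bead assay after 16 h compound exposure of THP-1 cells; compounds (final up to 57.5 uM) added 1 h before LPS (250 ng/mL) and ATP (1.25 mM) stimulation; lower signal means less secretion.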
# SW480 rereplic: inducers of DNA re-replication in SW480 colon cancer cells | AID 624297 | actives 1.8% (n = 340,000) | SW480 DNA re-replication, Hoechst DNA content imaging, 48 h | Potency, µM (highest dose often 46.1 µM), for inactives: top-dose re-replication activation, usual class: activators; also: potency is read from the fitted curve at half-maximal effect; % of control where 0% means no effect; nearly all actives have a fitted effect of over 55% in size
#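 DNA re-replication was detected as more nuclei of elevated Hoechst intensity after 48 hr exposure to compound (23 nL pinned per well of 250 cells).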
# KB-3-1 cytotox: kills parental KB-3-1 adenocarcinoma cells | KB-3-1 viability, CellTiter-Glo ATP luminescence, 72 h | actives 1.4% (n = 400,000) | Potency, µM (titrated, usually from 46.1 µM), inactives show top-dose activity change, negative = cytotoxic, usual class: cytotoxic; also: potency is read from the fitted curve at half-maximal effect; % is scaled to controls: 0 for no effect and ±100 for the full control effect; nearly all actives have a fitted effect of over 60% in size
#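 Screening of KB-3-1 cells (DMEM, 10% FBS, phenol-red free) ran from lowest to highest compound concentration; after 72 h at 37 °C viability was read luminescently and curves fitted.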
# MCF10A rerep: DNA re-replication induction in MCF 10a cells; MCF 10A DNA re-replication, Hoechst nuclear intensity, 48 h; Potency, µM (highest dose often 46.1 µM), inactives show at the highest dose activity, positive = re-replication, usual class: activators; actives 2.9% (n = 350,000); AID 624296; also: potency is read from the fitted curve at half-maximal effect; % of control where 0% means no effect; nearly all actives have a fitted effect of over 50% in size
# HepG2 viability: counter-screen for TGF-b inhibitors: cytotoxicity in HepG2 cells | HepG2 CAGA-GFP viability, ATP luminescence, 18 h | Potency, µM (highest dose often 46.1 µM), inactives show at the top dose activity change, negative = cytotoxicity, actives largely listed as cytotoxic | actives 0.76% (n = 410,000); also: potency is read from the fitted curve at half-maximal effect; some results filed as inactive show a strong effect at the top dose
#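 HepG2 CAGA-GFP cells (1000/well, DMEM with 1% FBS) received compound, then TGF-beta at 500 pg/mL final, and were incubated 18 hours at 37 degrees C. Viability was read by CellTiter-Glo luminescence. Media-only wells were set as complete cell-killing and DMSO as no toxicity.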
# The depositor's hits bear a star; i = inactive; ? = inconclusive; . = no result given; & = joins results of further samples; ! = not active in a repeat; [ ] = another dose, or the depositor's remark. Unless noted, calls follow the shape of the dose curve; as a rule, active = well fitted curve in the direction sought with a large enough effect; inconclusive = small, poorly fitted or top-dose-only effect, or another doubt; inactive = no such curve, though single readings can be large; an effect the other way counts as inactive or inconclusive. Hits appear at their usual frequency; about 8.9% have a hit in one of these screens.
no.	canonical_smiles	HT1080 IDH1KD tx	ATXN2 expr inh	HT1080NT lethal	ATXN viability	IL-1B inflam inh
1	Cc1ccc(Cl)cc1N1CCN(CC(=O)Nc2ccc3[nH]c(=O)[nH]c3c2)CC1	4%	?	3%	i	-4
2	COCCn1c(N)c(C(=O)NCC2CCCO2)c2nc3ccccc3nc21 (stereo not given)	-9%	-16%	-12%	.	-18
3	Cc1ccc(CNC(=O)c2cccc(OCc3c(C)noc3C)c2)cc1	-7%	-1%	-1%	i	-2
4	N#C/C(=C\c1ccncc1)c1nc2ccccc2c(=O)[nH]1	-7%	-8%	-1%	i	47
5	CC(C)CCNC1c2ccccc2C(=O)N1Cc1ccccc1 (stereo not given)	1%	.	5%	?	2
6	O=C(O)CCC(=O)Nc1ccc(S(=O)(=O)N2CCCC2)cc1	15%	-2%	9%	i	17
7	N#Cc1c(N)n(-c2cccc(C(=O)O)c2)c2nc3ccccc3nc12	-2%	.	2%	.	13
8	COc1ccc(CCNC(=O)C(=O)NCC2OCCN2S(=O)(=O)c2ccc(F)cc2)cc1 (stereo not given)	-1%	-21%	3%	?	9
9	CC1C(C#N)=C(SCC(N)=O)NC2=C1C(=O)CC(C)(C)C2 (stereo not given)	3%	-1%	6%	.	26
10	Cc1ccc(C(=O)Nc2ccc(N3CCN(S(C)(=O)=O)CC3)cc2)cc1	14%	-10%	2%	i	6
11	NC(=O)COc1ccc(Nc2nnc(-c3ccc(O)cc3)c3ccccc23)cc1	-2%	-6%	5%	i	-27
12	Cc1ccc(-c2c(C(=O)N(C)Cc3ccccc3)oc(=O)c3ccccc23)cc1	-8%	-29%&3%	-5%	i	1
13	O=C1C=C(Nc2ccc(O)cc2)C(=O)c2ccccc21	21µM*	-25%	26µM*	?	-13
14	Cc1ccc(-c2nnc(-c3ccccc3)c(-c3ccccc3)n2)cc1	1%	0%	8%	i	-7
15	COC(=O)C1CCN(Cc2cn(Cc3ccccc3)nc2-c2cc3ccccc3o2)CC1	-8%	.	-10%	i	-17

no.	SW480 rereplic	KB-3-1 cytotox	MCF10A rerep	HepG2 viability
1	5%	-13%	8%	-37%
2	10µM*	6%	?	-22%
3	-1%	7%	-1%	-22%
4	?	-4%	?	1%
5	-4%	-4%	-3%	-19%
6	-8%	-6%	-4%	2%
7	?	0%	21µM*	-33%
8	0%	-17%	-6%	-10%
9	5%	2%	-1%	1%
10	-9%	-10%	-2%	-1%
11	-2%	4%	13%	-5%
12	-4%	18µM*!	?	-38%&-8%
13	?	?	?	11µM*
14	3%	-17%	22%	-18%
15	7%	2%	-2%	-30%

# (next part)
no.	canonical_smiles	HT1080 IDH1KD tx	ATXN2 expr inh	HT1080NT lethal	ATXN viability	IL-1B inflam inh
16	COc1ccc(-c2csc(NC(=O)c3ccccc3Br)c2C(=O)O)cc1	-3%	27%	-2%	i	1
17	Nc1nonc1-c1nc2ccccc2n1CC(=O)N1CCN(c2ccc(F)cc2)CC1	-3%	-15%	-3%	i	0
18	C[C@H](CO)N1C[C@H](C)[C@@H](CN(C)Cc2ccc(C(=O)O)cc2)Oc2ccc(NC(=O)Cn3cnnn3)cc2C1=O	5%	-4%	6%	i	52
19	C=CCNc1nc(NC(C)(C)CO)nc(OCC)n1	7%	1%	1%	?	18
20	O=C(NC12CC3CC(CC(C3)C1)C2)c1cnccn1	23%	-1%	12%	?	14
21	COc1ccc(C2CC(c3ccc4ccccc4c3)=NN2C(=O)COC(=O)C2CCC(=O)N2)cc1 (stereo not given)	?	123%[activator]	?	i	-69*
22	CSc1ncc(Cl)c(C(=O)NCc2ccc(C)cc2)n1	.	6%	.	i	.
23	Cc1cc(N=Nc2ccc3ccccc3c2)ccc1O	?	56%[activator]	?	i	-21
24	COC(=O)c1ccc(NN=Nc2ccc(C)cc2)cc1	-8%	53%[activator]	-15%	i	-7
25	COc1ccc(-n2c(SCCC(C)C)nc3sc4c(c3c2=O)CC(C(C)C)OC4)cc1 (stereo not given)	.	0%	.	i	.
26	CCOC(=O)N1CCN(S(=O)(=O)c2ccc(F)c(C(=O)Nc3ccc(C(C)C)cc3)c2)CC1	-11%	4%	-11%	i	1
27	N#C/C(=C\c1ccc[nH]1)C(=O)N1CCCCC1	17%	21%	2%	i	-19
28	COC(=O)[C@@]12C[C@@H](CC(=O)NCc3ccc(OC)c(OC)c3)C(=O)N(Cc3ccco3)C1=CCC(C)(C)C2	-13%	.	-18%	.	-15
29	Cc1ccc(C(=O)OCc2cn(-c3ccccc3)nn2)cc1	?	-7%[11.3 µM]	4%	i	-1
30	CCc1ccc(/C=N/n2c(C3CCCCC3)n[nH]c2=S)cc1	-23%	.	?	?	?

no.	SW480 rereplic	KB-3-1 cytotox	MCF10A rerep	HepG2 viability
16	-1%	5%	12%	2%
17	0%[9.22 µM]	-7%	-2%	-27%
18	-6%	10%	-2%	-19%
19	-11%	-2%	-3%	0%
20	0%	15%	3%	-15%
21	-1%	-13%	0%	14%
22	.	-3%	.	-21%
23	-9%	-7%	16%	-5%
24	4%	-3%	11%	-13%
25	.	-3%	.	-2%
26	8%&14%	-11%	18%&-17%	13%
27	0%	1%	5%	-11%
28	.	-7%	.	.
29	-15%	-3%	8%	-3%
30	24%	-13%	?	-94%

# The listing continues.
no.	canonical_smiles	HT1080 IDH1KD tx	ATXN2 expr inh	HT1080NT lethal	ATXN viability	IL-1B inflam inh
31	CC(C)Cn1cc(NC(=O)NCc2ccc(Cl)cc2)c2ccccc2c1=O	.	-2%	.	i	.
32	COc1ccc(C(=O)NCc2nnc(SCC(=O)NCc3ccc(F)cc3)o2)cc1	-19%	-4%	-3%	i	-28
33	Cc1nc2ccccc2cc1C(=O)NCc1ccccc1	-6%	-2%	0%	i	21
34	COc1ccc(C(=O)Nn2c(C)nnc2-n2nc(C)cc2C)cc1OC	2%	3%	4%	i	0
35	O=C(CN1CCN(Cc2ccccc2Cl)C1=O)NCc1ccccn1	0%	-7%	3%	i	16
36	OC(c1nc2ccc(F)cc2[nH]1)C(O)c1nc2ccc(F)cc2[nH]1 (stereo not given)	1%	-24%	-7%	i	39
37	COc1cccc(-c2cc(C(F)(F)F)n3nc(C(=O)Nc4c(C)n(C)n(-c5ccccc5)c4=O)cc3n2)c1	-4%	-11%	13%	i	-2
38	CC(=O)c1cccc(NC(=O)C2CC(c3ccc(F)cc3)=NO2)c1 (stereo not given)	7%	-8%	13%	i	-1
39	Cc1ccc(/C=N/NC(=O)Cn2cnc3ccccc32)cc1	?	-9%[11.3 µM]	-17%	i	46
40	CCn1c(C)c(C(=O)c2ccccc2)c(C#N)c1C(=O)O	-3%	-2%	-2%	?	32
41	COc1ccc(C(CNC(=O)c2ccc(S(=O)(=O)Nc3ccccc3OC)cc2)N2CCCC2)cc1 (stereo not given)	-2%	-10%	0%	i	-7
42	CCn1c(=O)c2sccc2n(Cc2ccc(C)cc2)c1=O	5%	6%	5%	i	8
43	O=c1[nH]c([N+](=O)[O-])nn1C(c1ccccc1)c1ccccc1	12%	-15%	5%	i	1
44	CCN(c1ccc(NC(=O)COC(=O)c2ccc3ccccc3n2)cc1)C(C)C	-4%	-4%	0%	i	47
45	CCCC(=O)Nc1ccc(NC(=O)c2ccccc2)nc1	-7%	?	-7%	i	-3

no.	SW480 rereplic	KB-3-1 cytotox	MCF10A rerep	HepG2 viability
31	.	0%	.	-18%
32	3%[9.22 µM]	23%	0%	-21%
33	-15%[9.22 µM]	?	-1%	0%
34	-2%	0%	-4%	-1%
35	-7%	-6%	13%	6%
36	0%	1%	-17%	-20%
37	4%	10%	-4%	10%
38	-16%	19%	-3%	-13%
39	?	-1%	?	-3%
40	-1%	-1%	0%	-17%
41	-12%	-17%	-2%	-15%
42	-4%	0%	-8%	-3%
43	-11%	-5%	-4%	5%
44	2%	1%	11%	-45%
45	2%	-1%	?	0%

# More compounds follow:
no.	canonical_smiles	HT1080 IDH1KD tx	ATXN2 expr inh	HT1080NT lethal	ATXN viability	IL-1B inflam inh
46	CC(CC(=O)NCc1ccccc1)C1CCCO1 (stereo not given)	-2%	34%[activator]	10%	i	-6
47	CC(C)Cn1c(SCC(=O)NC2CC2)nc2ccc(Cl)cc2c1=O	-2%	.	-3%	i	-2
48	O=C(COC(=O)CSc1nnc(-c2ccc(Cl)cc2)o1)Nc1cc(Cl)cc(Cl)c1	5%	-14%[11.3 µM]	9%	i	-16
49	O=C(CSc1ccc2c(c1)OCCO2)Nc1ncccc1O	2%	25%	-14%	i	7
50	CCCc1cc(=O)[nH]c2nnc(SCC(=O)Nc3cccc(NC(C)=O)c3)n12	-8%	-10%	-8%	i	0

no.	SW480 rereplic	KB-3-1 cytotox	MCF10A rerep	HepG2 viability
46	0%	-6%	-27%	4%
47	.	-7%	.	-4%
48	2%	-5%	?	-4%
49	-3%	12%	4%	-1%
50	?	-16%	?	2%

# Molecules above that have a thiophene ring, fused or not:
no.	canonical_smiles	HT1080 IDH1KD tx	ATXN2 expr inh	HT1080NT lethal	ATXN viability	IL-1B inflam inh
16	COc1ccc(-c2csc(NC(=O)c3ccccc3Br)c2C(=O)O)cc1	-3%	27%	-2%	i	1
25	COc1ccc(-n2c(SCCC(C)C)nc3sc4c(c3c2=O)CC(C(C)C)OC4)cc1 (stereo not given)	.	0%	.	i	.
42	CCn1c(=O)c2sccc2n(Cc2ccc(C)cc2)c1=O	5%	6%	5%	i	8

no.	SW480 rereplic	KB-3-1 cytotox	MCF10A rerep	HepG2 viability
16	-1%	5%	12%	2%
25	.	-3%	.	-2%
42	-4%	0%	-8%	-3%

# A different layout for part of the listing above:
(3) Cc1ccc(CNC(=O)c2cccc(OCc3c(C)noc3C)c2)cc1
(4) N#C/C(=C\c1ccncc1)c1nc2ccccc2c(=O)[nH]1

compound no. | 3 | 4
HT1080 IDH1KD tx | -7% | -7%
ATXN2 expr inh | -1% | -8%
HT1080NT lethal | -1% | -1%
ATXN viability | i | i
IL-1B inflam inh | -2 | 47
SW480 rereplic | -1% | ?
KB-3-1 cytotox | 7% | -4%
MCF10A rerep | -1% | ?
HepG2 viability | -22% | 1%
